# mouse IAP activators = activators of mouse IAP, confirmation, biochemical, luminescence, single concentration (AID 434970) | activity change, negative = activation, % at 10 µM | purified mouse IAP, CDP-Star luminescence, 30 min; stronger effect = lower value | 2.9% of 11,000 active; in the data active = activity change below about -85%;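 note: percent relative to enzyme plus DMSO wells and wells without enzyme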
# mouse IAP activators Fold change = second read-out of mouse IAP activators, no call of its own (marks repeat the call); activation factor; measured here: IAP activation factor; stronger effect = higher value;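 fold luminescence change scaled to plate control wells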
# The depositor's hits bear a star. A portion of the library. The share of hits here may be higher or lower than overall.
Compound	mouse IAP activators	mouse IAP activators Fold change
CCCC(=O)Nc1ccc2c(c1)nc1n2CCSC1	12	0.88
Cn1c(C(=O)OC(C(=O)NCc2ccco2)c2ccncc2)cc2sccc21 (stereo unspecified)	-2	1
COc1ccc(CCN2C(=O)C(O)=C(C(=O)c3ccco3)C2c2cccs2)cc1OC (stereo unspecified)	-5	1
CC1=C(C(N)=O)C(c2cccs2)n2nc(-c3cccc(Cl)c3)nc2N1 (stereo unspecified)	12	0.88
Cc1c(NC(=O)c2ccccc2NS(=O)(=O)c2ccc(Br)cc2)c(=O)n(-c2ccccc2)n1C	-4	1
COc1ccc(C2Oc3ccccc3C3=C2C(c2cccs2)n2ncnc2N3)cc1 (stereo unspecified)	2	0.98
O=C(NCCN1CCN(Cc2ccccc2)CC1)Nc1cc(Cl)cc(Cl)c1	-42	1.4
CCCN1CCN(CCCNC(=O)CCNC(=O)Cn2ccc3ccccc3c2=O)CC1	6	0.94
O=C(c1ccccc1NS(=O)(=O)c1cccs1)N1CCCC1	4	0.96
CCN(CC)C(=O)c1cn(C)c(=O)c2cc(OC)c(OC)cc12	-1	1
CC(Sc1nnc(-c2ccco2)o1)C(=O)Nc1ccc(OC(F)F)cc1 (stereo unspecified)	11	0.89
Cc1nc(CCN2C(=O)c3ccccc3C2=O)n[nH]1	10	0.9
COc1ccc(S(=O)(=O)Nc2nncs2)cc1	11	0.89
Cc1cccc(-c2nnc(SCC#N)n2-c2ccccc2)c1	0	1
COc1nc(N/N=C/c2cc3c(cc2Br)OCO3)nc(N2CCOCC2)n1	-6	1.1
COc1ccc(-c2cc(C(F)F)n3ncc(C(=O)N4CCCCC4)c3n2)cc1	1	0.99
Cc1ccc(/C=C2\CCC3=C2OC(N)=C(C#N)C3c2ccc(C)cc2)cc1 (stereo unspecified)	-2	1
CCSc1nc2ccc(OC)cc2cc1C#N	20	0.8
Cc1nnc(SCCN2CCOCC2)n1-c1cccc(Cl)c1	4	0.96
NC(=O)NC[C@@H]1CC[C@@H](Cc2ccc(-c3ccccc3)cc2)O1	-1	1
O=C(NCCc1c[nH]c2ccccc12)Nc1cccc2ccccc12	-29	1.3
Cc1noc(NS(=O)(=O)c2ccc(NC(=O)c3ccoc3C)cc2)c1C	6	0.94
O=C(Nc1ccccc1)c1ccccc1NC(=O)C1CCCCC1	-5	1.1
CC1(C)N=C(SCC(=O)Nc2ccc(Cl)cc2)C(c2ccccc2)=N1	12	0.88
COc1ccc(OC)c(NC2=NC3(CCCC3)N=C(N)N2)c1	-22	1.2
CCOC(=O)CNC(=O)CSc1nc(C)cc(C)c1C#N	-4	1
CCN(CC)C(=O)[C@H]1C[C@H](CC(=O)NC/C=C(\C)CCC=C(C)C)C(=O)N2CCc3c([nH]c4ccc(Cl)cc34)[C@]12C	-7	1.1
O=C(CSc1ncn[nH]1)NCCc1ccccc1	-10	1.1
CCn1nc(C(=O)Nc2cccc3ccccc23)c(Cl)c1Cl	-4	1
Cc1ccc(S(=O)(=O)CCC(=O)NCc2ccco2)cc1	-17	1.2
O=C(CCn1c(=O)c2ccccc2n(CC(=O)NC2CCCC2)c1=O)NCCc1ccc(Cl)cc1	-12	1.1
NC(=O)c1ccccc1NC(=O)/C=C/C(=O)O	7	0.93
CN(C)C(=O)CCc1ccc2c3c([nH]c2c1)[C@]1(C)[C@@H](C(=O)N2CCCCC2)C[C@H](CC(=O)NCc2cccc(C(F)(F)F)c2)C(=O)N1CC3	-9	1.1
O=S(=O)(Nc1ccc(N2CCOCC2)cc1)c1ccc(Cl)s1	-11	1.1
CCOc1cccc(C(=O)Nc2cccc(C(=O)NC(C)(C)C)c2)c1	3	0.97
Cc1ccc(SCC(=O)NC(C)(C)C)cc1	-9	1.1
COc1cccc(-c2nnc3sc(-c4cccs4)nn23)c1	-8	1.1
CCCCCC/C(=N\NS(C)(=O)=O)c1ccccc1	2	0.98
COc1ccc(OC)c(NC2=NC3(CCCCC3)N=C(N)N2)c1	-16	1.2
CCOc1ccc(NC(=O)CCC(=O)n2nc(C)cc2C)cc1	11	0.89
COc1ccc2c(c1)c1nnc(SCC(=O)N3C(C)CCCC3C)nc1n2C (stereo unspecified)	-7	1.1
O=C(CNc1cccc2ccccc12)N/N=C/C=C/c1ccco1	59	0.41
COC(=O)C(CCSC)NC(=O)CNC(=O)C1CCCCC1 (stereo unspecified)	5	0.95
O=C1CC(/C=C/c2ccco2)=Nc2ccccc2N1	24	0.76
CN(C)CCOc1ccccc1-c1ccccc1	8	0.92
O=[N+]([O-])c1cnccc1Nc1cccc(F)c1	9	0.91
COc1cc(NC(=O)C2CCCN(c3ncccn3)C2)cc(OC)c1 (stereo unspecified)	-11	1.1
COc1ccc(O)c(N)c1	48	0.52
CCn1c(CSc2nc3ccccc3[nH]2)nc2cc(C(=O)O)ccc21	14	0.86
COc1cc(OC)c2c(-c3cccc(-c4ccc(NC(C)=O)cc4)c3)cc(=O)oc2c1	5	0.95
Cc1cc(C)n(-c2ccc(C(=O)OCC(=O)c3c(N)n(C)c(=O)n(C)c3=O)cc2)n1	9	0.91
COc1ccccc1-c1sc2cc3c(cc2c1-c1ccc(OCCN2CCOCC2)cc1)OCO3	1	0.99
COc1ccc(NC(=O)C2=C(C)C(=O)OC23CCC(C)CC3)cc1Cl (stereo unspecified)	11	0.89
Cc1cc(C)c(C#N)c(SCc2[nH]nc3c2C(c2ccc(F)cc2)C(C#N)=C(N)O3)n1 (stereo unspecified)	-5	1
Cc1cc(C)nc(Nc2nc(C)c3cc4c(cc3n2)OCO4)n1	-2	1
CCOC(=O)C(C)Sc1ncc(OC)c(=O)[nH]1 (stereo unspecified)	12	0.88
Cc1cc(C(=O)CSc2nnc(-c3ccccc3)n2Cc2ccc3c(c2)OCO3)c(C)n1C	4	0.96
Cc1ccc(C(=O)/C=C/c2ccccc2)o1	11	0.89
Cc1ccccc1OCC(=O)OC(C)CN1CCN(C)CC1 (stereo unspecified)	0	1
CC1(C)CC(=O)C(C=NCc2cccnc2)=C(O)C1	3	0.97

# The listing continues:
Compound	mouse IAP activators	mouse IAP activators Fold change
CCCCCCc1ccc(N2C[C@H](CCCCC)[C@@H](CC(=O)NCc3ccc(OC)cc3)C2=O)cc1	-35	1.4
O=C(CSc1nnnn1-c1ccccc1)NC(=O)Nc1ccc2c(c1)OCCO2	1	0.99
CCOC(=O)N1CCN(C(=O)Cn2c(=O)sc3ccccc32)CC1	-1	1
COc1ccccc1-c1c(C(F)(F)F)oc2cc(OCC(=O)Nc3ccccc3C(F)(F)F)ccc2c1=O	0	1
O=C(Nc1ccc(Cl)cn1)c1ccccc1F	6	0.94
COC(=O)c1ccccc1NC(=O)CSc1ccccc1	1	0.99
CC(C)(C)n1nnnc1C(c1cccs1)N1CCN(c2ccccc2)CC1 (stereo unspecified)	1	0.99
NS(=O)(=O)c1ccc2c(c1)oc(=O)c1cc(S(N)(=O)=O)ccc12	57	0.43
Cc1ccc(C2N(c3ccc(Cl)c(Cl)c3)C(=O)C3CCCN32)o1 (stereo unspecified)	-1	1
Cc1c(NC(=O)COC(=O)C(c2ccc(Cl)cc2)C(C)C)c(=O)n(-c2ccccc2)n1C (stereo unspecified)	3	0.97
O=C1c2ccccc2C(=O)N1c1ccc(Cl)cn1	-7	1.1
Nc1ncnc2c1ncn2[C@@H]1O[C@H](CNS(=O)(=O)c2ccc3c(c2)CCN(C(=O)C(F)(F)F)C3)[C@@H](O)[C@H]1O	-1	1
FC(F)(F)c1cc(-c2ccco2)nc(NCc2ccco2)n1	9	0.91
Cn1cnnc1SCC(=O)Nc1sc2c(c1C(N)=O)CCC2	54	0.46
CC(=O)N1c2c(cc(Br)cc2S(=O)(=O)NCc2ccc3c(c2)OCO3)CC1C (stereo unspecified)	8	0.92
CC(C)(C)n1nnnc1CN1CCN2CCCC2C1 (stereo unspecified)	9	0.91
O=C(OCCN1C(=O)c2ccccc2C1=O)c1cc(S(=O)(=O)N2CCOCC2)ccc1F	-1	1
CCN(CC)C(=O)c1sc(N)c(C(=O)OC(C)C)c1C	-12	1.1
COc1ccc(CNC(=O)C(C)OC(=O)c2cccn2C)cc1 (stereo unspecified)	8	0.92
CCCN(C(=O)c1ccccc1N)c1c(C)n(C)n(-c2ccccc2)c1=O	2	0.98
COc1ccc(S(=O)(=O)N2C3CCC2CC(NC(=O)C2CC2)C3)cc1 (stereo unspecified)	4	0.96
CCCC(=O)Nc1ccc(C(=O)N/N=C/c2ccc([N+](=O)[O-])o2)cc1	35	0.65
COc1ccc(Cl)cc1NC(=S)NCCSc1ccc(C)cc1	-42	1.4
O=C(c1c(F)c(F)c(F)c(F)c1F)N(Cc1ccccc1)Cc1ccccc1	2	0.98
Cc1nnc(NC2=NCCC2)o1	-7	1.1
CC(NC(=O)c1cn(C)c2ccc(S(=O)(=O)N3CCCC3)cc2c1=O)c1ccc2c(c1)OCCO2 (stereo unspecified)	7	0.93
CCn1c(C)cc(/C=C2\NC(=O)N(CC(=O)Nc3cccc(C)c3)C2=O)c1C	1	0.99
CC[C@]12c3[nH]c4ccc(Cl)cc4c3CCN1C(=O)[C@@H](CC(=O)NC(C)(C)C)C[C@@H]2C(=O)N1CCN(C(=O)c2ccco2)CC1	-14	1.1
O=C(Nc1ccc(NC(=O)c2cccs2)cc1)c1ccco1	-11	1.1
NNC(=O)c1cc(O)c(O)c(O)c1	71	0.29
O=C(Cc1ccc(F)cc1)N[C@@H]1c2ccccc2CC[C@@H]1O	-3	1
COC(=O)[C@@]1(Cc2ccccc2)[C@H]2C(=O)N(C)C(=O)[C@H]2[C@H]2CN=C(SC)N21	-2	1
O=C(c1ccc(CN2CCOCC2)cc1)N1CCN(Cc2ccccc2)CC1	-6	1.1
COC(=O)c1ccc(NS(=O)(=O)c2ccc3[nH]c(=O)oc3c2)cc1	74	0.26
N#Cc1cn(CC(=O)NCCc2c[nH]c3ccccc23)c2ccccc12	-27	1.3
CCCCNC(=O)C1CCCN1C(=O)Nc1ccccc1 (stereo unspecified)	2	0.98
CCN(CC)C(=O)[C@H]1C[C@H](CC(=O)NCCCn2ccnc2)C(=O)N2CCc3c([nH]c4cc(-c5ccco5)ccc34)[C@]12C	-21	1.2
Oc1c(C=C2N=c3ccccc3=N2)sc(=S)n1-c1ccc(F)cc1	38	0.62
COc1ccc(-n2c(=O)c3ccccc3n(Cc3ccc(F)cc3)c2=O)cc1OC	-5	1
Cc1cccc(C)c1NC(=O)CSc1nnc(-c2ccccc2)n1Cc1ccc2c(c1)OCO2	-9	1.1

# Reprinted at random: 2 compounds from above.
Compound	mouse IAP activators	mouse IAP activators Fold change
CCCCNC(=O)C1CCCN1C(=O)Nc1ccccc1 (stereo unspecified)	2	0.98
COC(=O)[C@@]1(Cc2ccccc2)[C@H]2C(=O)N(C)C(=O)[C@H]2[C@H]2CN=C(SC)N21	-2	1

# (list continues)
Compound	mouse IAP activators	mouse IAP activators Fold change
O=C(O)CCc1ncc(C(F)(F)F)cc1Cl	-9	1.1
O=C(CN1CCN(S(=O)(=O)c2ccccc2)CC1)Nc1cccc(C(F)(F)F)c1	-6	1.1
CCOC(=O)C1CCCN(S(=O)(=O)c2ccc(OC)c3ccccc23)C1 (stereo unspecified)	8	0.92
O=S(=O)(N[C@H](CO)c1ccccc1)c1ccc(Br)cc1F	-3	1
CCN1C(=O)[C@H]2[C@H]3CN=C(SCc4ccccc4)N3[C@@](C)(C(=O)OC)[C@H]2C1=O	3	0.97
Cc1cc2c(c(=O)n1CCc1ccccc1)C(C(C)C)C(C#N)=C(N)O2 (stereo unspecified)	2	0.98
Cc1ccc2c(c1)C1NC(=S)NC(C)(O2)C1C(=O)Nc1ccc(Cl)cc1 (stereo unspecified)	-48	1.5
Cc1ccccc1N=C/C=C1\N(C)c2ccccc2C1(C)C	11	0.89
Cc1c(NC(=O)c2cc3nc(-c4ccc(Br)cc4)cc(C(F)(F)F)n3n2)c(=O)n(-c2ccccc2)n1C	12	0.88
CCC(C(=O)Nc1c[nH]c(=O)[nH]c1=O)c1ccccc1 (stereo unspecified)	-16	1.2
CCC(C)N(C(=O)Cn1nnc2ccccc21)C(C(=O)Nc1ccc(F)cc1)c1cccc(OC)c1 (stereo unspecified)	-92	1.9
Cc1ccc(-c2cc(-c3nnc(SCC(=O)N(C)CCC#N)n3N)c3ccccc3n2)cc1	15	0.85
CCC(C)(C)n1nnnc1C(c1cccnc1)N1CCN(c2cccc(C(F)(F)F)c2)CC1 (stereo unspecified)	-15	1.2
COc1ccc2c(-c3cccnc3)cc(=O)[nH]c2c1	-2	1
CC1=CC(C)C2(CO)COC(c3ccccc3O)C1C2C (stereo unspecified)	0	1
O=S(=O)(c1ccc(Oc2ccc(Br)cc2F)nc1)N1CCCCC1	6	0.94
CC(/C=C/c1ccco1)=N\NC(=O)c1cc(C)[nH]n1	28	0.72
N=c1c(-c2nc3ccccc3[nH]2)cc(C(=O)c2cccs2)nn1-c1ccccc1	8	0.92

# Shown with two lines to a compound: 7 of the compounds above
# Order of results: mouse IAP activators | mouse IAP activators Fold change
Cc1ccccc1N=C/C=C1\N(C)c2ccccc2C1(C)C
    11 | 0.89
Cc1c(NC(=O)c2cc3nc(-c4ccc(Br)cc4)cc(C(F)(F)F)n3n2)c(=O)n(-c2ccccc2)n1C
    12 | 0.88
CCC(C(=O)Nc1c[nH]c(=O)[nH]c1=O)c1ccccc1 (stereo unspecified)
    -16 | 1.2
CCC(C)N(C(=O)Cn1nnc2ccccc21)C(C(=O)Nc1ccc(F)cc1)c1cccc(OC)c1 (stereo unspecified)
    -92 | 1.9
Cc1ccc(-c2cc(-c3nnc(SCC(=O)N(C)CCC#N)n3N)c3ccccc3n2)cc1
    15 | 0.85
CCC(C)(C)n1nnnc1C(c1cccnc1)N1CCN(c2cccc(C(F)(F)F)c2)CC1 (stereo unspecified)
    -15 | 1.2
COc1ccc2c(-c3cccnc3)cc(=O)[nH]c2c1
    -2 | 1
